# Screens (PubChem)
# OX1R antag-1: OX1R (HCRTR1) antagonists, primary screen, fluorescence, CHO/OX1R cells, Fluo-8 calcium, orexin A | Orexin/Hypocretin receptor type 1 (Homo sapiens), O43613 | Fluo-8 calcium fluorescence | inhibition, % at 5 µM | 330,000 tested, 0.43% active | AID 434989, 2010;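 active = inhibition above its plate's threshold, mean inhibition of all tested compounds on the plate plus 3 SD, cut at about 37% in these data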;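 also: 0% = orexin A challenge wells and 100% = SB-334867-A antagonist wells; not every result past the cut was called active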
# Target sequence (O43613 whole entry, looked up): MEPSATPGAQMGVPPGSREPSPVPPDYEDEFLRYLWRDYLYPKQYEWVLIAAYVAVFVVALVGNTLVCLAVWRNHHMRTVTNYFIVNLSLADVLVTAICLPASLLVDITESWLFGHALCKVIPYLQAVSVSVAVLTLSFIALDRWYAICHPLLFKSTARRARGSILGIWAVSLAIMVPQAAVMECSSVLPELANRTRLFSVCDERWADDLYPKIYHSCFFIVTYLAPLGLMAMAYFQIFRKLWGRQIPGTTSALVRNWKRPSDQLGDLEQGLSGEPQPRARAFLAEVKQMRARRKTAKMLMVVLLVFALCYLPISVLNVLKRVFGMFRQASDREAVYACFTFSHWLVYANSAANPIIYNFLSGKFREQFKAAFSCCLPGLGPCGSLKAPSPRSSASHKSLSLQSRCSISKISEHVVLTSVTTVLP
# OX1R antag-2: antagonists of human orexin 1 receptor (OX1R) | Orexin/Hypocretin receptor type 1 (Homo sapiens), O43613 | OX1R-expressing cells, FRET antagonist read-out | inhibition, % at 6.6 µM | 330,000 tested, 1.8% active | AID 485270, 2010; in the data active = inhibition mostly above about 38%, no sharp cut-off; inactive = mostly below about 40%;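 also: 0% = agonist challenge alone and 100% = reference antagonist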
# Active calls of the source: *.
SMILES,OX1R antag-1,OX1R antag-2
O=C1CCC(C(=O)N2CCSCC2)CN1Cc1cccc(C(F)(F)F)c1 (centres undefined),-11,13
O=c1c2ccccc2nc(/C=C/c2ccc(O)cc2)n1CCc1ccccc1,-24,28
CC(C)(C)NC(=O)NC(=O)COC(=O)CNC(=O)C1CCCCC1,-15,12
C/C(=N\NC(=O)C1(C)CC1(Br)Br)c1cccc(NC(=O)c2ccc(C)o2)c1 (centres undefined),-23,35
CCc1nc(C)cn1S(=O)(=O)c1cc(Br)c(C)cc1OC,-34,23
Cc1cc(C(=O)CSc2nn3c(=O)c(C(C)(C)C)nnc3s2)c(C)n1C,11,10
COC(=O)CSc1[nH]c(=O)cc(C)c1C#N,-9,7
O=C(O)CSc1c2c(nc3cc(C(=O)N4CCOCC4)ccc13)CCCC2,-7,16
NC(=O)C[C@@H]1NC(=O)[C@H](CCC(=O)O)NC(=O)c2cc([N+](=O)[O-])cc(I)c2OCC[C@@H](C(N)=O)NC1=O,-17,11
CCC1CN(C(=O)Nc2ccc(C)cc2)c2cc(C)ccc2O1 (centres undefined),-20,5
CC(=O)Nc1ccc(SCC(=O)c2cc(C)n(-c3ccccc3F)c2C)cc1,-2,42
CCC1CCC/C1=N\NC(=O)c1ccc(Cl)cc1 (centres undefined),0,4
O=S(=O)(NCC1CCCO1)c1ccc(Oc2ccccc2)cc1 (centres undefined),-11,35
Cc1cc(=O)cc(C)n1-c1ccc(F)cc1F,-4,13
CN(C)C(=O)N(CCCN1CCOCC1)Cc1cccc2ccccc12,-18,5
COc1ccc(/C=C2\CCc3ccccc3C2=O)c(OC)c1OC,-26,13
O=C(Cc1ccccc1)NNC(=S)NC(=O)c1cccs1,-13,10
CC(C)(C)OC(=O)N[C@@H](C(=O)OC(C)(C)C)c1ccc2c(c1)OCO2,-14,9
Cc1cc(=O)oc(C)c1C(=O)N1CCN(Cc2ccc3c(c2)OCO3)CC1,-6,11
Cc1cc(OC(C)C(=O)N2CCN(c3ccc(F)cc3)CC2)c2c(C)cc(=O)oc2c1 (centres undefined),-18,1
COc1ccccc1OCC(=O)NCc1ccco1,-11,12
O=C(CCn1ccc2cc(S(=O)(=O)N3CCCC3)ccc21)NCc1ccccc1,-19,5
O=C(NCc1ccncc1)C12CC3CC(CC(C3)C1)C2,-12,7
CCOC(=O)c1cc(CC)sc1/N=C/C1C(=O)CC(C)(C)CC1=O,-12,11
CCOc1ccccc1NC(=O)CSc1nc(N)c(C#N)cc1C#N,9,-71
CCOC(=O)c1cc2c(ccn2C)n1Cc1ccc(C#N)cc1,-13,18
CCNC(=S)NNC(=O)c1cc(Br)cs1,-16,15
CCCCCCC(=O)Oc1ccc(N2C(=O)CCC2=O)cc1,15,13
CCn1c(CNC(=O)c2cccc(C)c2)nnc1SCC(=O)Nc1cccc(OC)c1,-12,19
COc1cccc2sc3cc(NCc4ccc5c(c4)OCO5)ccc3c(=O)c12,-15,23

# 2 successive entries from above:
SMILES,OX1R antag-1,OX1R antag-2
CCn1c(CNC(=O)c2cccc(C)c2)nnc1SCC(=O)Nc1cccc(OC)c1,-12,19
COc1cccc2sc3cc(NCc4ccc5c(c4)OCO5)ccc3c(=O)c12,-15,23

# Carrying on:
SMILES,OX1R antag-1,OX1R antag-2
O=C(c1cccc(S(=O)(=O)Nc2ccc(F)cc2)c1)N1CCCC1,-18,-4
C/C(=N\O)c1ccccc1C(=O)O,-16,16
CCN(CC)CCC(c1cc(OC)c(OC)c(OC)c1)c1c(OC)cc(OC)c2ccc(=O)oc12 (centres undefined),-24,24
CCOC(=O)COc1ccc(S(=O)(=O)NC2CC2)cc1,0,5
CN(C)/C=C1/C(=O)N(c2ccc([N+](=O)[O-])cc2)N=C1c1ccccc1,3,13
C/C(=N\NC(=O)c1nnn(-c2nonc2N)c1C)c1ccc(OCc2ccccc2)cc1,-14,7
CCN1CCN(CCNC(=O)CCCn2nc(C)c3c(C)n(-c4ccc(C)cc4)nc3c2=O)CC1,-13,16
CCc1cccc(C)c1NC(=O)CCNC(=O)c1cccc(C)c1,-17,20
CCCC[C@@H]1CN=C(N)N1CCCC,1,20
O=C(CN(CC1CCCO1)C(=O)CNS(=O)(=O)c1ccc(Cl)cc1)NC1CCCCC1 (centres undefined),-16,36
Cc1nc(SCC(=O)Nc2nccs2)c(C#N)c(C)c1C,-1,1
COc1ccc(-c2cn(-c3ccccc3)nc2CO)cc1,-2,10
Cc1ccccc1/C=C\c1nc(O)c([N+](=O)[O-])c(=O)[nH]1,-2,22
CCOC(=O)N1CCN(c2nc(-c3ccccc3)c3ccccc3n2)CC1,-24,10
Cc1ccc(CNC(=O)c2ccc(Cl)cc2[N+](=O)[O-])cc1,-10,8

# A draw from above in order of molar mass, rising:
SMILES,OX1R antag-1,OX1R antag-2
COc1ccc(-c2cn(-c3ccccc3)nc2CO)cc1,-2,10
CCOC(=O)COc1ccc(S(=O)(=O)NC2CC2)cc1,0,5
CCc1cccc(C)c1NC(=O)CCNC(=O)c1cccc(C)c1,-17,20
CCOC(=O)N1CCN(c2nc(-c3ccccc3)c3ccccc3n2)CC1,-24,10
O=C(CN(CC1CCCO1)C(=O)CNS(=O)(=O)c1ccc(Cl)cc1)NC1CCCCC1 (centres undefined),-16,36

# (next part)
SMILES,OX1R antag-1,OX1R antag-2
Cc1cccc(C)c1NC(=O)C/C(N)=N/O,6,2
CCN(C(=O)CSc1nnc(-c2cccs2)o1)C1CCS(=O)(=O)C1 (centres undefined),4,25
COc1ccc(NC(=O)C2=CN3CCS(=O)(=O)N=C3C=C2)c(OC)c1,-12,8
Cc1ccc(C(=O)C(=O)c2ccc(C)c(N)c2)cc1N,-10,5
CCOc1ccc2c(c1)C(=O)c1cc(OCC(=O)O)ccc1-2,-3,7
COc1ccc([N+](=O)[O-])c(S(=O)(=O)c2ccc(Cl)cc2)n1,38,48
CCOC(=O)CSC1=C(C#N)C(=O)NC2(CCCCC2)S1,1,6
O=C(CCc1nnc(CCC2CCCCC2)o1)NCCc1ccccn1,-25,16
Cc1oc2cc(Br)c(O)c(Br)c2c1-c1ccccc1,-15,-7
CCOC(=O)c1sc(C(=O)OCC)c(OCCO)c1OCCO,-11,12
Cc1cc(Oc2ccccc2)nc(N2CCOCC2)n1,-5,20
COCCn1c(SCC(=O)Nc2ccc(NC(C)=O)cc2)nc2c([nH]c3ccccc32)c1=O,-4,4
Cc1ccc(N2C(=O)N(CC(=O)NC(c3ccccc3)c3ccccc3)C(=O)C2C)cc1 (centres undefined),-19,-10
O=C(/C=C/c1ccccc1Cl)OCC(=O)c1ccc[nH]1,8,1
COc1ccc(/C=C/C(=O)N(C)C2CCCCC2)cc1Br,-38,17
C/C(=N\NC(=O)c1cc(-c2ccc(Br)s2)[nH]n1)c1ccncc1,-13,11
CNC(=S)N1CCn2cccc2C1c1cc(OC)c(OC)c(OC)c1 (centres undefined),-21,4
Cc1ccc(S(=O)(=O)Nc2nc(N)n(-c3ccccc3)n2)cc1,-13,14
COc1ccccc1OCCNC(=O)c1cccc(S(=O)(=O)NCc2ccccc2)c1,8,9
O=C(COC(=O)C1=COCCO1)Nc1ccc(F)cc1,-2,12
C/C(=N\NC(=O)c1ccccc1O)c1ccc(Br)s1,-16,14
CN(C)C(/C=C/Nc1ccc(F)cc1)=C(C#N)C#N,6,6
O=C(Nc1ncccn1)c1ccc([N+](=O)[O-])o1,1,41*
COc1ccc(C2=NOC(COc3ccc([N+](=O)[O-])cc3)C2)cc1 (centres undefined),-3,12
O=C(/C=C/c1ccc([N+](=O)[O-])cc1)c1ccco1,-19,10
O=C(NCc1cccnc1)c1ccc(Cl)c(S(=O)(=O)Nc2ccccc2C(=O)NCc2cccnc2)c1,-9,7
Cc1cccc(Cn2nnc3ccccc32)c1O,-9,12
CCn1nc(C)c(Br)c1C(=O)Sc1ccccc1Cl,-14,13
CCCCCC(=O)N/N=C/c1ccccc1[N+](=O)[O-],-11,20
CC(OC(=O)CNC(=O)c1ccco1)C(=O)N(C)c1ccccc1 (centres undefined),-1,9
O=S1(=O)c2ccc(Br)cc2OC(COCc2ccccc2)CN1Cc1ccccc1 (centres undefined),12,9
CCn1c(O)c(C#N)c(C)cc1=O,-6,18
O=C1[C@H]2[C@@H](C3CC3)N3C(=O)CN(Cc4ccccn4)C(=O)[C@@]3(Cc3ccccc3)[C@H]2C(=O)N1c1ccccc1,-15,15
COC(=O)c1ccccc1S(=O)(=O)N(CCCO)Cc1cc2c(C)ccc(C)c2[nH]c1=O,-6,46*
Cc1cccc(C(=O)Oc2ccc(/C=N/NC(=O)c3ccncc3)cc2)c1,-11,15
CCOC(=O)c1sc(NC(=O)CSC(=S)N2CCOCC2)nc1C,-19,13
CCn1cc(/C=C(\NC(=O)c2ccc(OC)c(OC)c2)C(=O)N2CCN(C)CC2)c2ccccc21,-25,13
COc1ccc2[nH]c(C)c(CN3CCCCC3)c(=O)c2c1,0,16
c1ccc(Cn2c3ccccc3c3nnc(SCCN4CCCCC4)nc32)cc1,-22,11
NS(=O)(=O)c1ccc(NC(=S)NCc2ccc3c(c2)OCO3)cc1,13,13
Cc1ccccc1C(=O)NCC(=O)OC(C)C(=O)Nc1ccnn1C(C)C (centres undefined),-2,10
Cc1c(Br)c(C(F)(F)F)nn1CC(=O)N(C)C1CCCCC1,-17,10
COc1ccc(NC(=O)CN(C)C(=O)c2cccc(S(=O)(=O)N3CC4(C)CC3CC(C)(C)C4)c2)cc1 (centres undefined),-19,8
NS(=O)(=O)c1cc2c(cc1Cl)NC(C1C[C@H]3C=C[C@@H]1C3)NS2(=O)=O (some centres undefined),-6,1
COC(=O)CSc1nnc2c3c4c(sc3nc(-n3nc(C)cc3C)n12)COC(C)(C)C4,-26,8
CCOc1cc(/C=N/NC(=O)c2nnn(-c3nonc3N)c2C)ccc1OCc1cccc(F)c1,-15,14
O=C(OCC(=O)c1ccccc1Cl)c1cnccn1,-7,10
CC(=O)N1CCN(C(=O)c2ccc(-c3ccccc3Cl)o2)CC1,-5,8
C=CCNC(=S)N1CCN(Cc2ccc3c(c2)OCO3)CC1,-7,3
COc1ccc(-c2n[nH]c3c2CN(C(=O)c2ccc(F)cc2)CC3)cc1,-25,14
C=CCn1c(SCC(=O)Nc2ccc(F)cc2F)nnc1-c1cnccn1,-5,-4
O=S(=O)(c1cccc2nsnc12)N1CCN(C/C=C\c2ccccc2)CC1,-25,20
O=C(N/N=C/C=C/c1ccccc1)c1cccs1,-20,7
O=[N+]([O-])c1cc(C(F)(F)F)cc([N+](=O)[O-])c1NCc1cccnc1,-22,50
C[C@H]1C=C(C(=O)O)O[C@@H](OCc2ccc(CO)cc2)C1,4,13
COc1cccc(CC(=O)Nc2nc(-c3cccnc3)cs2)c1,-7,12
Cc1c(C(C)CCCO)oc(=O)c2c1Oc1c(C)c(C(C)C[C@H](C)O)oc(=O)c1C2 (some centres undefined),-22,7
Cn1c(=O)n(C)c2cc(S(=O)(=O)Nc3ccccc3C(=O)O)ccc21,-5,-1
CC1CCN(C(=O)CS(=O)(=O)Cc2ccccc2)CC1,-14,19
O=C1OCCN1C(=O)[C@H]1[C@H](c2ccc(Cl)cc2)C(c2ccccc2)=NN1c1ccc(Br)cc1,-2,1

# Carrying on:
SMILES,OX1R antag-1,OX1R antag-2
COc1ccc(NC(=O)c2scc(S(=O)(=O)C(C)C)c2N)cc1,1,7
Cc1c(C)c2ccc(OCC(=O)NC3CCN(Cc4ccccc4)CC3)cc2oc1=O,-27,26
N#Cc1cccnc1N1CCN(C(=O)COCC(=O)O)CC1,-11,4
Cc1ccccc1C(=O)Nc1ccc(O)cc1C(=O)O,-11,1
CCC1CCc2c(sc(NC(=O)c3cnccn3)c2C(N)=O)C1 (centres undefined),3,12
CS(=O)(=O)N1CCN=C1SCc1cccc(F)c1,-8,5
CCOC(=O)Cn1c(=O)oc2cc(S(=O)(=O)NCc3ccccn3)ccc21,-23,6
Brc1ccc(OCCN2CCOCC2)cc1,12,18
CC(C)(C)NC(=O)CSc1nncn1-c1ccccc1,-15,18
Cc1ccc(-c2noc(-c3cccs3)n2)cc1,-6,2
Cc1ccc(NS(=O)(=O)c2ccc(NS(=O)(=O)c3cccs3)cc2)cc1,7,28
Cc1ccc(Nc2nc(-c3ccc(S(=O)(=O)N4CCOCC4)cc3)cs2)cc1,-7,17
Cc1ccc(-c2nc3ccccc3c(=O)n2NC(=O)COc2ccccc2)cc1,-32,19
CC(=O)Nc1ccc2c(c1)CCCC2,-18,-2
COC(=O)Cc1ccc(NC(=S)NCc2cccc(OC)c2)cc1,-3,4
O=C(NNC(=O)c1cc(-c2ccncc2)nc2ccccc12)c1ccccc1O,-30,20
Cn1nnc2c(NCc3ccco3)nccc21,-12,7
Cc1cccc(COCC(Cc2ccccc2)N2CCN(C(=O)c3ccc(Cl)c(Cl)c3)CCC2=O)c1 (centres undefined),-48,9
COc1cccc(-c2cnc(NCc3cc(Cl)ccc3O)n2C)c1,-7,14
COc1ccc(CN(C)C(c2ccccc2)c2nnnn2-c2ccccc2C)c(OC)c1C (centres undefined),11,28
CCOCCCNS(=O)(=O)c1ccc2c(c1)CCN2C(=O)CC,-12,12
CCSc1nc2cc(OC)c(OC)cc2c(=O)n1CCc1ccccc1,-28,5
O=S1(=O)CCN2C=C(Br)C=C(Br)C2=N1,-12,6

# Whole records as entered above.
# Results for `CCSc1nc2cc(OC)c(OC)cc2c(=O)n1CCc1ccccc1` → OX1R antag-1 = -28; OX1R antag-2 = 5
# Results for `O=C(NNC(=O)c1cc(-c2ccncc2)nc2ccccc12)c1ccccc1O` → OX1R antag-1 = -30; OX1R antag-2 = 20
